CHRM1 agonist = activates human CHRM1 receptor. CHO-K1 hM1, Fluo-8 calcium fluorescence, agonist mode; 0% DMSO, 100% acetylcholine EC100. activation, % at 3 µM. actives 0.33% (n = 360,000). P11229;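 active = activation above the run's mean compound activation plus 3 SD, cut at about 16% in these data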;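 note: peak over basal fluorescence ratio within a 140 s kinetic read after compound addition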
Target sequence (P11229 whole entry, looked up): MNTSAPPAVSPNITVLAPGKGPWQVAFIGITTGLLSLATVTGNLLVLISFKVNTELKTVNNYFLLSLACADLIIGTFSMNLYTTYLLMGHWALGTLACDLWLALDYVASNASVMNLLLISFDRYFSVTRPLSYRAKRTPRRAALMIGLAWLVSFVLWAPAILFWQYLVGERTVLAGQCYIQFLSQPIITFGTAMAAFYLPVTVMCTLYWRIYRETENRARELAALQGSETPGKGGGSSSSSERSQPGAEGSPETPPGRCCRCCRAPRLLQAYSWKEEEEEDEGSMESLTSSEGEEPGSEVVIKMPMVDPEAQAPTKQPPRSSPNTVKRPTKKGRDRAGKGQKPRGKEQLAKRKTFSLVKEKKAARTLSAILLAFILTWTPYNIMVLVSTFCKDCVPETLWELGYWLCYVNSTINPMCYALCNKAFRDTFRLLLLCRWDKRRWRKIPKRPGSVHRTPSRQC
TAAR1 antag = antagonists of human TAAR1 | Q96RJ0 | CHO RD-HGA16 TAAR1, Fluo-8 calcium fluorescence, antagonist | inhibition, % at 3 µM | actives 1.5% (n = 360,000);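 active = inhibition above a per-plate cutoff, the mean inhibition of test compounds on that plate plus 3 SD, cut at about 49% in these data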;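 note: 0% = DMSO plus EC80 beta-PEA response and 100% = DMSO alone without agonist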
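System: RD-HGA16 CHO cells with stable hTAAR1 and Gα16 | Probe or stimulus: EC80 β-phenethylamine stimulus | Dosing: 3 µM, single point | Times: Dye loading 75 min at 37 °C, then 30 min room temperature | Measured by: Fluo-8 calcium-sensitive fluorescence | Read-out basis: % inhibition of agonist calcium response | Replicates: n of 1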
CHO parental Ca = counter-screen: ATP calcium response change in parental CHO cells. inhibition, % at 5.6 µM. parental CHO-K1, ATP-induced calcium, Fluo-8 fluorescence. actives 0.63% (n = 330,000);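 active = inhibition above that plate's mean sample inhibition plus 3 SD, cut at about 26% in these data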;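 note: 0% = ATP-challenged DMSO wells and 100% = DMSO wells without ATP; some compounds past the cut are filed as inactive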
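Test system: untransfected parental CHO cell line; also added: ATP stimulus; dosing: 5.6 µM, single dose; signal: calcium-sensitive Fluo-8 fluorescence; measure: percent inhibition of ATP-evoked calcium rise, normalized to controls; benchmarks: low control ATP plus DMSO, high control DMSO only; replication: one well per compound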
CHO-K1 Ca antag = M1 antagonist counterscreen hit in parental CHO-K1 cells; inhibition, % at 3 µM; ATP-induced calcium, Fluo-8 fluorescence; actives 0.6% (n = 360,000);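 active = inhibition above a per-plate cutoff, the plate's mean sample inhibition plus 3 SD, cut at about 24% in these data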;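 note: 0% = DMSO plus EC80 ATP and 100% = DMSO alone without ATP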
TAAR1 ag = human TAAR1 agonism | Q96RJ0 | CHO RD-HGA16 TAAR1, Fluo-8 calcium fluorescence; vehicle wells 0%, saturating PEA agonist 100% | activation, % at 3 µM | actives 0.99% (n = 360,000) | AID 624467;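 active = activation above the mean activation of all test compounds in the run plus 3 SD, cut at about 38% in these data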
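Assay system: CHO-derived RD-HGA16 cells with stable Gα16 and human TAAR1; timing: 17-24 h seeding, 75 min 37 °C dye, 30 min RT; read-out: % activation from peak over basal fluorescence ratio, DMSO-to-PEA scaled; measured by: kinetic Fluo-8 calcium fluorescence; benchmarks: low control DMSO, high control PEA (EC100); doses: 3 µM single concentration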
CHO-K1 Ca PAM = nonselective activator or artifact in parental CHO-K1 calcium assay. ATP EC20, Fluo-8 calcium fluorescence; 0% at ATP EC20, 100% at ATP max. activation, % at 3 µM. actives 0.02% (n = 360,000). AID 602247;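 active = activation above the run cutoff, the mean activation of all test compounds plus 3 SD, cut at about 40% in these data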;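 note: peak over basal fluorescence ratio in a 140 s read after ATP addition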
OXTR potentiator = potentiates the human oxytocin receptor response | actives 0.061% (n = 320,000) | P30559 | CHO-OTR cells, Fluo-8 calcium fluorescence, potentiator mode; 0% = oxytocin EC15, 100% = EC100 | activation, % at 3 µM;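 active = activation above that plate's cutoff, the mean activation of tested compounds plus 3 SD, cut at about 6.6% in these data, passing the limit was not always enough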;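 note: 100% uses oxytocin at 75 nM as the full agonist control; some results filed as inactive read as strong as hits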
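Replication – single well per compound, singlicate · Assay system – CHO cell line stably expressing human OTR · Timing – 6 min pre-incubation, 100 s read · Measure – normalized max/min fluorescence ratio, % activation · Doses – 3.0 µM, one dose · Detection – Fluo-8 calcium dye fluorescence · Probe or stimulus – oxytocin near EC15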
V1aR counter = activates human V1a receptor in oxytocin agonist counter-screen. CHO-V1R cells, Fluo-8 calcium fluorescence, agonist mode; 0% DMSO, 100% 3 nM vasopressin. AID 2797. actives 0.25% (n = 320,000). activation, % at 3 µM;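 active = activation above the mean activation of all tested compounds plus 3 SD, per screening run, cut at about 20% in these data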;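 note: signal is peak over basal fluorescence ratio across a 100 second FLIPR read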
Target sequence (P37288 whole entry, looked up): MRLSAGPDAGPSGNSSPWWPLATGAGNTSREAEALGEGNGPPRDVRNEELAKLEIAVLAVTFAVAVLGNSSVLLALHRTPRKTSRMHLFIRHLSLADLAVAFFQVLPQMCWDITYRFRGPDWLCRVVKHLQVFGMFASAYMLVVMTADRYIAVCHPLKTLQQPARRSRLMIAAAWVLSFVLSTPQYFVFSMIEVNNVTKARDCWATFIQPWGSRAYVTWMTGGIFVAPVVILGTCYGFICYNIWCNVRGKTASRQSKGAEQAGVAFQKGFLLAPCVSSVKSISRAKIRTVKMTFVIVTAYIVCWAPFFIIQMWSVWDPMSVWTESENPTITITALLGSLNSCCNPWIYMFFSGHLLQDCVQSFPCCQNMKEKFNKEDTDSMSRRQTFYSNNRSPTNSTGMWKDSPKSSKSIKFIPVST
CHO-K1 Ca ag = counter-screen for M1 agonists: effect in parental CHO-K1 cells; Fluo-8 calcium fluorescence; scaled to maximal ATP response, vehicle zero; activation, % at 3 µM; actives 0.48% (n = 360,000); AID 602248; in the data active = activation above about 15%;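 note: untransfected CHO-K1 host cells lacking M1 receptor as counterscreen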
* = called active by the depositor; nt = no result given.

Preview, twelve compounds:
SMILES	CHRM1 agonist	TAAR1 antag	CHO parental Ca	CHO-K1 Ca antag	TAAR1 ag	CHO-K1 Ca PAM	OXTR potentiator	V1aR counter	CHO-K1 Ca ag
Cc1ccc(N2C(=O)C3C(C2=O)C(C(=O)c2ccc(Cl)cc2)N2CCCC32)cc1 (configuration not stated)	-2	-4	-7	-1	3	12	-13	1.6	0.1
COc1ccc(Oc2nc3ccccc3n(C)c2=O)cc1	-1	3	1	-19	8	12	-6	-0.4	-0.3
Cc1cccc(NC(=O)COC(=O)c2c(-c3ccccc3)noc2C)c1	-5	1	nt	0	-2	-2	nt	nt	1.9
Cn1c(CNC(=O)c2cccs2)nnc1SCC(=O)Nc1ccc(Cl)cc1	-6	-9	-20	-7	5	12	2	0.3	0.2
CCCCCC(=O)N1C[C@H](O)[C@@H](n2cc(COC(=O)c3ccccc3)nn2)C[C@@H]1c1ccc(OC)cc1	0	15	nt	13	-1	3	nt	nt	1.1
COc1ccc(-n2cc(CN(C)C3CCOCC3)c(-c3cccc(F)c3)n2)cc1	-4	-10	-1	-10	2	16	-1	3.0	1.0
O=C(Nc1ccccc1Cl)c1cc(C2CCCCN2S(=O)(=O)c2ccc(F)cc2F)on1 (configuration not stated)	-3	0	nt	-6	0	-10	nt	nt	0.4
CN(Cc1ccc(F)cc1Cl)S(=O)(=O)c1cccs1	-9	14	-15	-9	-2	-17	-3	-0.9	-0.7
O=C(NN=C1CCCC1)c1ccccc1[N+](=O)[O-]	-3	11	-1	-4	0	13	-6	0.3	-0.1
COC(C[C@H]1O[C@H]1[C@@H](O)COCc1ccccc1)OC	-6	0	nt	2	8	3	nt	nt	-0.3
COc1cc(NC(=O)c2ccccc2)c(OC)cc1NC(=O)CN1CCN(c2ccccn2)CC1	-6	12	-26	0	7	13	-8	-1.5	2.1
O=[N+]([O-])c1cccc(S(=O)(=O)Nc2ccc3cn[nH]c3c2)c1	-2	6	-7	-9	8	6	-7	0.5	1.8

Main list, from the start:
SMILES	CHRM1 agonist	TAAR1 antag	CHO parental Ca	CHO-K1 Ca antag	TAAR1 ag	CHO-K1 Ca PAM	OXTR potentiator	V1aR counter	CHO-K1 Ca ag
Cc1ccc(N2C(=O)C3C(C2=O)C(C(=O)c2ccc(Cl)cc2)N2CCCC32)cc1 (configuration not stated)	-2	-4	-7	-1	3	12	-13	1.6	0.1
COc1ccc(Oc2nc3ccccc3n(C)c2=O)cc1	-1	3	1	-19	8	12	-6	-0.4	-0.3
Cc1cccc(NC(=O)COC(=O)c2c(-c3ccccc3)noc2C)c1	-5	1	nt	0	-2	-2	nt	nt	1.9
Cn1c(CNC(=O)c2cccs2)nnc1SCC(=O)Nc1ccc(Cl)cc1	-6	-9	-20	-7	5	12	2	0.3	0.2
CCCCCC(=O)N1C[C@H](O)[C@@H](n2cc(COC(=O)c3ccccc3)nn2)C[C@@H]1c1ccc(OC)cc1	0	15	nt	13	-1	3	nt	nt	1.1
COc1ccc(-n2cc(CN(C)C3CCOCC3)c(-c3cccc(F)c3)n2)cc1	-4	-10	-1	-10	2	16	-1	3.0	1.0
O=C(Nc1ccccc1Cl)c1cc(C2CCCCN2S(=O)(=O)c2ccc(F)cc2F)on1 (configuration not stated)	-3	0	nt	-6	0	-10	nt	nt	0.4
CN(Cc1ccc(F)cc1Cl)S(=O)(=O)c1cccs1	-9	14	-15	-9	-2	-17	-3	-0.9	-0.7
O=C(NN=C1CCCC1)c1ccccc1[N+](=O)[O-]	-3	11	-1	-4	0	13	-6	0.3	-0.1
COC(C[C@H]1O[C@H]1[C@@H](O)COCc1ccccc1)OC	-6	0	nt	2	8	3	nt	nt	-0.3
COc1cc(NC(=O)c2ccccc2)c(OC)cc1NC(=O)CN1CCN(c2ccccn2)CC1	-6	12	-26	0	7	13	-8	-1.5	2.1
O=[N+]([O-])c1cccc(S(=O)(=O)Nc2ccc3cn[nH]c3c2)c1	-2	6	-7	-9	8	6	-7	0.5	1.8
CC1CCCN(C(=O)c2ccncc2)C1 (configuration not stated)	-3	0	-5	-8	7	11	-6	1.1	0.5
CN(C)C(CNC(=O)c1ccc(Cl)c(S(=O)(=O)N2CCCCCC2)c1)c1ccccc1 (configuration not stated)	-4	-19	-14	-10	25	2	-13	10	9.8
CC(C)c1nc(SCC(=O)N2CCCC2)c2c(=O)n(C)c(=O)n(C)c2n1	-9	-6	-8	12	7	3	-2	-0.5	1.6
COc1ccc(N2CCN(C(=O)CCCn3nnnc3CN3CCOCC3)C(C)C2)cc1 (configuration not stated)	-4	-13	-7	1	1	-3	-2	1.4	0.4
CN(C)S(=O)(=O)c1cccc(NC(=O)/C=C/c2ccccc2[N+](=O)[O-])c1	-12	19	-11	0	9	10	-5	1.4	2.4
Nc1nc(NCC2CCCO2)nc(Nc2ccc(F)cc2)c1[N+](=O)[O-] (configuration not stated)	-1	0	-19	-9	12	14	-1	-1.0	0.9
C=CCc1c(Cl)nc(C)nc1NCc1ccccc1	2	12	5	-3	4	10	-13	5.8	8.3
CC(=O)c1cccc(NC(=O)NC2CCCCCCC2)c1	-1	-14	2	-12	0	2	-6	4.2	3.8
COC(=O)[C@@H]1CCCN1C(=O)[C@@H](NC(=O)OC(C)(C)C)C(C)C	-2	-17	8	-10	7	11	-1	1.0	1.7
COc1cc(/C=N/NC(=O)c2cccnc2)ccc1OC(=O)c1ccc([N+](=O)[O-])cc1	-1	24	2	-17	12	16	-14	8.0	3.3
Cc1csc2ncc(C(=O)Nc3ccon3)c(=O)n12	-4	0	-9	-27	3	9	-10	-0.3	0.3
COc1ccc(C(=O)NC(=S)SCC(=O)O)cc1	-2	15	-11	-4	-1	-3	-6	0.7	0.0
Brc1ccc(CSc2nccn2-c2ccccc2)cc1	-2	11	-2	10	17	13	-10	-0.9	0.3

(cont.)
SMILES	CHRM1 agonist	TAAR1 antag	CHO parental Ca	CHO-K1 Ca antag	TAAR1 ag	CHO-K1 Ca PAM	OXTR potentiator	V1aR counter	CHO-K1 Ca ag
Cn1c(NC(=O)c2cccs2)c(-c2cccs2)c(=O)c2ccccc21	-2	21	-10	-6	3	18	-3	-0.4	0.5
COc1cccc(-n2nnc3c(=O)n(Cc4c(F)cccc4Cl)cnc32)c1	-3	-3	-2	-17	8	10	-4	-0.9	1.1
Cc1ccc([N+](=O)[O-])cc1N	-3	-2	7	-13	1	11	-2	0.4	0.0
C[C@H]1[C@H](C)CC[C@]2(C(=O)O)CC[C@]3(C)C(=CC[C@@H]4[C@@]5(C)C[C@@H](O)[C@H](O)C(C)(C)[C@@H]5CC[C@]43C)[C@H]12	-4	nt	-6	-14	nt	14	-10	-0.9	-0.3
Cc1ccc(C(=O)NC2CCN(CCCC(=O)c3ccc(F)cc3)CC2)cc1	-8	-13	-15	-8	0	6	-6	-0.3	-0.6
O=C(/C=C\N1CCOCC1)c1ccc(Br)cc1	-1	-8	-3	-16	4	17	-9	-0.1	0.7
CC(C)Oc1ccc(CNCC2(O)CCOC(C)(C)C2)cc1 (configuration not stated)	-5	-22	-4	-5	5	1	-5	0.6	0.3
CCOC(=O)c1c(C)[nH]c(C(=O)OCC(=O)NC2CCS(=O)(=O)C2)c1C (configuration not stated)	-3	-3	-13	-4	4	16	-11	0.7	0.5
Cc1ccccc1-c1noc(CCC(=O)NC2CCCCC2)n1	-3	-3	4	-9	-2	4	1	1.8	2.8
C[C@H](CO)N1C[C@H](C)[C@@H](CN(C)C(=O)Nc2ccc3c(c2)OCCO3)OCc2cnnn2CCCC1=O	-4	10	nt	-17	1	16	nt	nt	0.4
CC(C)[C@H](NC(=O)N1CCn2c1nc1ccccc12)C(=O)NCc1ccco1	-3	-15	-10	-20	-1	20	-5	-1.6	2.2
CC1CCCCN1C(=O)Cc1ccc(Cl)cc1 (configuration not stated)	-7	-8	5	-1	3	17	-6	-0.8	0.1
O=c1cc(-c2ccc(O)cc2)oc2c(-c3c(O)cc(O)c4c(=O)cc(-c5ccc(O)cc5)oc34)c(O)cc(O)c12	1	2	-2	5	-1	1	-2	0.7	0.1
Cc1ccccc1OCC(=O)Nc1cccc(C(=O)O)c1	-1	20	nt	-9	2	22	nt	nt	9.9
O=Cc1ccc(N2CCCC2)c(F)c1	-5	-7	-6	-1	7	10	-8	-0.6	-0.2
CCCCN(C(=O)CSc1nc2ccccc2n1CC)C1CCS(=O)(=O)C1 (configuration not stated)	-6	3	-8	-13	0	16	-4	0.3	0.8
COc1ccc(CNS(=O)(=O)c2ccc3c(c2)NC(=O)CS3)cc1	0	-12	-2	-6	1	-4	-5	16	3.1
O=S(=O)(c1ccccc1)N1CCN(CCc2ccccc2)CC1	-4	7	-10	-6	0	17	-4	3.3	2.6
C/C(=N\NC(=S)Nc1ccc(C)c(C)c1)c1ccc(N2CCOCC2)cc1	-9	-11	-5	1	-1	18	-3	1.2	0.2
Cc1cc(NCCO)nc(N2CCOCC2)n1	-3	-11	-5	-1	17	14	-14	0.6	0.0
COc1ccccc1OCC(=O)Nc1ccccc1C(=O)NC1CC1	3	-10	-25	-4	1	-3	2	-0.8	-0.1
COc1ccc(C(=O)Oc2ccc(=O)n(-c3ccccc3)n2)cc1	-1	0	7	1	9	-7	-3	0.2	0.6
CCCNC(=O)C1CN(S(=O)(=O)c2ccc(C)cc2)c2ccccc2O1 (configuration not stated)	-10	-18	-11	-14	-4	15	2	-0.8	1.3
Nc1nc(NCc2ccco2)nn1-c1ccccc1	-3	-11	-4	-7	6	-2	-11	0.7	-0.2
Cn1ncc(Br)c1NC(=O)Nc1ccccc1	-3	nt	-5	-5	nt	-9	-4	1.5	1.3
CC(C)Cn1c(=O)c2sccc2n2c(CCCC(=O)NC3CCN(Cc4ccccc4)CC3)nnc12	-12	-11	-5	-11	-4	-7	-10	-1.1	-0.6
